# FEN1 inh = qHTS Assay for the Inhibitors of Human Flap endonuclease 1 (FEN1). Recombinant FEN1 flap cleavage, fluorescence, 15 min. Potency, µM (highest dose often 114 µM), for the others: at the highest dose activity change, negative = inhibition, usual class: inhibitors. hit rate 0.35% among 390,000. AID 588795, 2011; further: nearly all actives have a fitted effect of over 65% in size
# Target sequence (P39748 whole entry, looked up): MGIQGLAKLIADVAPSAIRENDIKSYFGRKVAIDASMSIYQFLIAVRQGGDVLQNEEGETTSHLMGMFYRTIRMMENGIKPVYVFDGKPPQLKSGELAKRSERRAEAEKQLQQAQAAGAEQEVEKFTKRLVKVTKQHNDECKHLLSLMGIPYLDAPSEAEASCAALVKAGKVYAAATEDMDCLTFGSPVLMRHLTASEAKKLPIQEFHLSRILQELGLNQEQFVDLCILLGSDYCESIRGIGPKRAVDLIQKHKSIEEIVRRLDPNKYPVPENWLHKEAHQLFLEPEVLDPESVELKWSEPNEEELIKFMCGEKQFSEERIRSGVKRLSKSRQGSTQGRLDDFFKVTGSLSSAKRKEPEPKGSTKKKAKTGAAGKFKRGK
#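 Reaction started by adding substrate (50 nM final) to 10 nM enzyme after 15 min room-temperature compound preincubation. Reads at 0 and 15 min, with data normalized and fitted to a four-parameter Hill equation.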
# N370S GC mod = qHTS Assay for Inhibitors and Activators of N370S glucocerebrosidase as a Potential Chaperone Treatment of Gaucher Disease; hit rate 0.092% among 330,000; N370S GC spleen homogenate, 4MU-glucoside fluorescence; Potency, µM (titrated, usually from 59.4 µM), for inactives: at the highest dose activity change, negative = inhibition, actives largely listed as inhibitors;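 further: 0% = full enzyme activity and -100% = no enzyme basal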
# TDP1 cell CPT = qHTS for Inhibitors of human tyrosyl-DNA phosphodiesterase 1 (TDP1): qHTS in cells in presence of CPT. hit rate 12% among 420,000. Potency, µM (titrated, usually from 46.2 µM), inactives show top-dose activity change, negative = growth inhibition, usual class: inhibitors. chicken DT40 Tdp1-/-;hTDP1 cells + 20 nM CPT, ATP luminescence, 48 h; further: nearly all actives have a fitted effect of over 55% in size
#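 Chicken DT40 Tdp1-/- cells stably complemented with human TDP1 were seeded at 400 cells/well in medium containing 20 nM camptothecin, exposed to pin-transferred compounds, and grown at 37 °C for at least 48 hr. Viability was read as ATP luminescence.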
# The depositor's hits bear a star; ? = inconclusive; nt = no result given; & = joins results of further samples; ! = a repeat was not active; [ ] = dose if it differs, or a comment. The call rests on the fitted dose curve; in most records, active means well fitted curve in the direction sought with a large enough effect; inconclusive means small, poorly fitted or top-dose-only effect, or another doubt; inactive means no such curve, though single readings can be large; an effect the other way counts as inactive or inconclusive. Unless noted, on the % scale 0 is the no-effect control and ±100 the full control effect; potency means the concentration at half of the fitted maximal effect. These rows are one share of the data; count on the stated rates, not on these rows.
# The first two compounds as a preview:
# Each structure is followed by: N370S GC mod, FEN1 inh, TDP1 cell CPT
CCn1c(C)cc(/C=C2/NC(=O)N(CC(=O)Nc3cccc(C)c3)C2=O)c1C
 : -1.8%, -15.3%, -6.5%
Cc1cc(=O)n2c(ccc3ccccc32)c1C#N
 : -1.3%, -2.2%, 5.7%

# All compounds of this part, previewed entries included:
# Each structure is followed by: N370S GC mod, FEN1 inh, TDP1 cell CPT
CCn1c(C)cc(/C=C2/NC(=O)N(CC(=O)Nc3cccc(C)c3)C2=O)c1C
 : -1.8%, -15.3%, -6.5%
Cc1cc(=O)n2c(ccc3ccccc32)c1C#N
 : -1.3%, -2.2%, 5.7%
Cc1ccc(S(=O)(=O)N(C)C)cc1NC(=O)c1sccc1Cl
 : -4.3%, 16.5%, 0.4%
COc1cc(C(=O)N[C@H](C(=O)NC2CCCc3ccccc32)C(C)C)cc(OC)c1OC (stereo partly drawn)
 : nt, 1.5%, -20.6%
CC(NC(=O)CN(c1ccc(Cl)cc1)S(C)(=O)=O)c1ccccc1 (stereo not drawn)
 : -2.6%, 8.4%, 4.6%
Cc1ccc(C(O)P(=O)(OCc2ccccc2)c2ccc(N(C)C)cc2)cc1 (stereo not drawn)
 : 26.7%, 0.4%, -27.0%
CN(CC(=O)Nc1cccc(F)c1)C(=O)C1(c2ccccc2)CC1
 : nt, 13.1%, -9.4%
COc1cccc(NC(=O)CSc2nnc(-c3ccco3)c(-c3ccco3)n2)c1
 : -1.7%, ?, ?
CCCC[C@@H]1CNC(=S)N1CCC12CC3CC(CC(C3)C1)C2
 : 9.7%, 10.8%, ?
Cc1ccc(S(N)(=O)=O)cc1NC(=O)C(c1ccccc1)c1ccccc1
 : -6.7%, -1.4%, -4.5%
CC1(C)O[C@H]2[C@@H](O1)[C@@H](C(=O)Nc1ccc(F)c(F)c1)O[C@@H]1OC(C)(C)O[C@@H]12
 : nt, -0.4%, -1.6%
C=C1C(C(=O)Nc2ccc(OC)cc2)C1C(=O)Nc1ccc(OC)cc1 (stereo not drawn)
 : 2.8%, 3.0%, -2.3%
CC(C)(CO)NCC(O)Cn1cc(C=O)c2ccccc21 (stereo not drawn)
 : 6.8%, -3.6%, -1.4%
CCC(CO)NCc1cc(OC)c(OCC(=O)NCCc2ccccc2)cc1Br (stereo not drawn)
 : -4.8%, 4.4%, 4.1%
CC(=O)SC1CC(=O)C=C2CCC3C4CCC(=O)OC4(C)CCC3C21C (stereo not drawn)
 : nt, -1.4%, 14.8%

# For reference, four of the compounds above.
# Each structure is followed by: N370S GC mod, FEN1 inh, TDP1 cell CPT
Cc1cc(=O)n2c(ccc3ccccc32)c1C#N
 : -1.3%, -2.2%, 5.7%
Cc1ccc(S(=O)(=O)N(C)C)cc1NC(=O)c1sccc1Cl
 : -4.3%, 16.5%, 0.4%
COc1cc(C(=O)N[C@H](C(=O)NC2CCCc3ccccc32)C(C)C)cc(OC)c1OC (stereo partly drawn)
 : nt, 1.5%, -20.6%
CC(NC(=O)CN(c1ccc(Cl)cc1)S(C)(=O)=O)c1ccccc1 (stereo not drawn)
 : -2.6%, 8.4%, 4.6%

# Other structures follow:
# Each structure is followed by: N370S GC mod, FEN1 inh, TDP1 cell CPT
COc1cc(OC)c(C(=O)O/N=C(\N)c2ccccn2)cc1OC
 : -4.6%, 8.4%, -27.5%
Cc1ccc(Sc2cnccc2C#N)cc1
 : -11.2%, 11.2%, -23.9%
CCC(C)Sc1nc2c(cnn2-c2ccccc2)c(=O)[nH]1 (stereo not drawn)
 : 14.9%, -0.6%, -23.0%
Cc1cc2cc(C(c3nnnn3C(C)(C)C)N(Cc3ccco3)CC3CCCO3)c(=O)[nH]c2cc1C (stereo not drawn)
 : ?, -9.8%, ?
CCCC(=O)Nc1ccccc1-c1nnc(SCC)[nH]c1=O
 : 4.2%, -2.4%, -0.7%
O=c1c2ccccc2n(Cc2ccccc2Cl)c(=O)n1CCc1ccccc1
 : nt, -10.2%, ?
O=C(COC(=O)c1ccccn1)Nc1ccccc1Cl
 : -4.6%[2.35 µM], 6.9%, -11.3%
Cc1ccc(OCC(=O)Oc2cccc(C)c2C)cc1
 : 0.0%, 10.7%, -0.2%
COc1ccccc1CC(=O)NC1CCN(Cc2ccccc2)CC1
 : -2.9%, 20.2%, -3.7%
O=C(Cn1cccc1C(=O)c1ccccc1)NCCc1ccc(Cl)cc1
 : -2.2%, -4.9%, ?
CC(OC(=O)CSc1ccccc1)C(=O)NC1CCCCC1C (stereo not drawn)
 : -8.4%, 7.7%, 3.7%
C/C(=N\NC(=O)c1nnn(-c2nonc2N)c1C(C)C)c1cc(C)sc1C
 : -19.1%, -6.4%, ?
COc1ccc(C(=O)NNC(=O)c2cccc3ccccc23)cc1
 : nt, -9.6%, -5.6%
O=C(Cn1nnc(-c2ccc(Cl)cc2)n1)NC1CC2CCC1C2 (stereo not drawn)
 : 9.1%, 4.0%, -21.4%
O=C(COc1ccccc1)NC(NC(=S)Nc1ccccc1O)C(Cl)(Cl)Cl (stereo not drawn)
 : ?, -19.6%, ?
CCOc1cc(N2CCOCC2)c(OCC)cc1NC(=O)CN1C(=O)NC(C)(c2ccc(OC)cc2)C1=O (stereo not drawn)
 : nt, -2.6%, -6.3%
CCOC(=O)N1CCN(C(=O)CN(c2ccc(Cl)c(C(F)(F)F)c2)S(C)(=O)=O)CC1
 : -6.2%, 0.9%, -1.1%
Cc1ccccc1CNC(=O)C(=O)NCC(c1ccco1)S(=O)(=O)c1ccc(F)cc1 (stereo not drawn)
 : nt, 11.3%, ?
Cc1cccn2c(=O)c(/C=C(\C#N)C(N)=O)c(N3CCCCCC3)nc12
 : 7.0%, 15.8%, ?
CCOc1ccc(-c2cn(-c3ccc(OC)cc3)c(SCC(=O)Nc3ccccc3Cl)n2)cc1
 : nt, -12.9%, ?
CC1CCN(C(=O)C2CCC(C)(C(=O)O)C2(C)C)CC1 (stereo not drawn)
 : 5.9%, -4.1%, 2.2%
CCOC(=O)c1cc(C#N)c(N2CCNCC2)nc1C(F)(F)F
 : -0.9%, -1.2%, 1.2%
COc1cccc(OCc2nn3c(=O)c(-c4ccccc4)nnc3s2)c1
 : -13.5%, -7.5%, -1.1%
Cc1ccc2c(CSc3nnc(C4CC4)n3N)cc(=O)oc2c1
 : 7.8%, 4.4%, 3.3%
CC(C)(C)c1ccc(-c2nc(SCC(=O)Nc3ccccc3F)n3[nH]c(=O)cc3n2)cc1
 : nt, -6.4%, ?
O=C(COc1ccc(Cl)c(Cl)c1)NN1C(=O)C2C(C1=O)C1C=CC2C12CC2 (stereo not drawn)
 : 3.1%, -1.8%, -18.9%
CCCC1c2ccsc2CCN1C(=S)NC (stereo not drawn)
 : -3.7%, -9.5%, ?
COc1ccc(C=CC(=O)C=CC=Cc2ccccc2)cc1
 : nt, -1.0%, ?
Cc1ccc(NC(=S)Nc2ncccc2C)c(C)c1
 : -16.2%, 2.5%, ?
COc1ccc(NC(=O)C(NC(C)=O)C(=O)NCc2ccccc2)cc1 (stereo not drawn)
 : -1.9%, -0.9%, -5.7%

# Whole records from above. Order of screens: N370S GC mod	FEN1 inh	TDP1 cell CPT
# COc1ccc(NC(=O)C(NC(C)=O)C(=O)NCc2ccccc2)cc1 (stereo not drawn) across the screens: -1.9%	-0.9%	-5.7%
# CC(C)(C)c1ccc(-c2nc(SCC(=O)Nc3ccccc3F)n3[nH]c(=O)cc3n2)cc1 across the screens: nt	-6.4%	?
# CCOC(=O)c1cc(C#N)c(N2CCNCC2)nc1C(F)(F)F across the screens: -0.9%	-1.2%	1.2%
# CC1CCN(C(=O)C2CCC(C)(C(=O)O)C2(C)C)CC1 (stereo not drawn) across the screens: 5.9%	-4.1%	2.2%
# COc1cccc(OCc2nn3c(=O)c(-c4ccccc4)nnc3s2)c1 across the screens: -13.5%	-7.5%	-1.1%

# Continued:
# Each structure is followed by: N370S GC mod, FEN1 inh, TDP1 cell CPT
c1coc(-c2nnc(SCc3cn4ccccc4n3)o2)c1
 : 0.5%, -5.2%, -6.2%
CCN1CCC[C@H]1CNC(=O)c1c(OC)ccc(Br)c1OC
 : -14.1%, -1.9%, 33.5µM*!
O=C(c1cc(-c2cccs2)on1)N1CCc2ccccc2C1
 : 19.6%, 3.3%, 2.1%
CN(C)c1cccc2c1c(NC(=O)Nc1ccccc1)nn2C
 : 7.9%, -8.1%, ?
Cc1ccc(C(=O)OCC(=O)NCCc2ccc(F)cc2)cc1S(=O)(=O)N1CCOCC1
 : nt, -12.0%, -4.6%
COc1ccccc1CCNC(=O)CSc1ccc(-c2ccco2)nn1
 : 0.2%, -2.1%, 16.4%
COc1cc(OC)c(NC2=C(c3ccc(C(F)(F)F)cc3)C(=O)c3ccccc32)cc1Cl
 : nt, -27.6%, ?
O=[N+]([O-])c1ccc2c(c1)c(-c1ccccc1)nc1nncn12
 : -10.3%, 2.5%, 3.2%
O=C(Nn1cnnc1)c1ccc(Cl)cc1[N+](=O)[O-]
 : -5.6%, 19.3%, 6.2%
COc1ccc(C2N=C(c3ccccc3)C(C)(C)N2O)cc1 (stereo not drawn)
 : 5.9%, -4.8%, ?
O=C(O)c1cc(-c2ccc(Cl)cc2)n(-c2cccc(Cl)c2)n1
 : -1.1%, -11.5%, ?
Cc1cc2c(cc1S(=O)(=O)NCc1ccc(N(C)C)cc1)OCC(=O)N2
 : -5.4%, -3.3%&-14.7%, -1.8%&-12.6%
Cc1ccccc1-n1c(O)c(/C=C/C=Nc2ccccc2)c(=O)[nH]c1=O
 : -16.5%, -9.0%, -0.2%
CC(C)(C)C(=O)NC(=S)N1CCCC1
 : -1.9%, -2.1%, -8.7%
Cc1ccc2nc(NNC(=O)c3ccc(S(=O)(=O)N4CCc5ccccc5C4)cc3)sc2c1
 : 10.0%, 9.8%, 2.91µM*
COc1ccc(NC(=O)COc2cccc3c2CCN(Cc2cccnc2)C3=O)cc1
 : -4.9%, 3.6%, ?
CN(c1ccccc1)S(=O)(=O)c1ccc(C(=O)NCc2ccco2)cc1
 : -7.4%, -13.5%, ?
O=[N+]([O-])c1ccccc1N=Nc1c(O)[nH]c2ccc(F)cc12
 : nt, 0.1%, 13.1%
Cn1c(=O)c2[nH]c(CNc3ccc(C(=O)O)cc3)nc2n(C)c1=O
 : 2.8%, -2.7%, -0.8%
O=C(Oc1cccc(N2C(=O)CCC2=O)c1)c1ccccc1
 : 3.8%, 10.2%, -9.9%
c1nnn(C23CC4CC(CC(C4)C2)C3)n1
 : 3.3%, -8.4%, -6.2%
COc1cc(OC)cc(C(=O)NCC(=O)OCC(=O)N2CC(C)CC(C)C2)c1 (stereo not drawn)
 : -5.3%, 9.9%, 5.2%
CC1=NNC(=O)C1CCC(=O)N/N=C/c1ccc(Cl)cc1 (stereo not drawn)
 : 2.3%, 13.8%, -105.5%
O=C(CCn1c(=O)c2cccn2c2cccnc21)NCc1ccccc1Br
 : nt, -2.5%, 5.1%
O=C(c1ccc(CN2CCOCC2)cc1)N1CCN(c2ccccc2F)CC1
 : 18.2%, 9.2%, 8.1%
COC(=O)c1ccccc1NC(=O)C1CCN(S(C)(=O)=O)CC1
 : -1.3%, -2.0%, 0.8%
CCOc1ccc(C(C)=O)cc1CN1C(=O)NC2(CCCCCCC2)C1=O
 : 6.6%, 3.0%, ?
CCOC(=O)c1c(C)nn(Cc2ccccc2)c1N
 : 3.9%, -1.1%, -4.5%
O=C(N/N=C\C=C\c1ccc2c(c1)OCO2)C1COc2ccccc2O1 (stereo not drawn)
 : 7.2%, -22.0%, -12.6%
O=S1(=O)CCOCCCN1Cc1ccc(F)cc1
 : nt, -13.3%, -20.2%

# Some of the entries so far, with bars between the fields.
SMILES | N370S GC mod | FEN1 inh | TDP1 cell CPT
CC(NC(=O)CN(c1ccc(Cl)cc1)S(C)(=O)=O)c1ccccc1 (stereo not drawn) | -2.6% | 8.4% | 4.6%
O=C(COc1ccc(Cl)c(Cl)c1)NN1C(=O)C2C(C1=O)C1C=CC2C12CC2 (stereo not drawn) | 3.1% | -1.8% | -18.9%
O=C(Nn1cnnc1)c1ccc(Cl)cc1[N+](=O)[O-] | -5.6% | 19.3% | 6.2%

# (listing goes on)
# Each structure is followed by: N370S GC mod, FEN1 inh, TDP1 cell CPT
CCC(=O)N1CCc2cc(S(=O)(=O)CCC(=O)Nc3ccc(OC)cc3)ccc21
 : -28.0%, -5.7%, -9.2%
COC(=O)c1sccc1S(=O)(=O)N(CC(=O)NCc1ccccc1)c1ccccc1
 : nt, -1.2%, -13.2%
CCCCOc1ccc(CNC(=O)Cn2ncn3c(cc4cc(F)ccc43)c2=O)cc1
 : nt, 21.1%, -11.7%
O=C(COC(=O)c1ccccc1Br)NCCN1C(=O)CSC1=O
 : 2.8%, -0.7%, 15.5%
Cc1ccc(CNC(=O)CSc2c3c(nc4cc(Cl)ccc24)CCCC3)cc1
 : nt, 18.3%, ?

# Bioassay records: PubChem BioAssay, National Center for Advancing Translational Sciences (NCATS)
